NPY-Y1 antag: antagonists of human neuropeptide Y receptor Y1; AID 1040; inhibition, % at 3.6 µM; HEK293-CNG Y1 cells, membrane potential fluorescence; NPY at EC95, then isoproterenol; 200,000 tested, 1% active;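 active means inhibition above the campaign mean inhibition of all tested compounds plus 3 SD, cut at about 20% in these data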;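 further: 0% = DMSO wells given NPY plus isoproterenol and 100% = isoproterenol alone without NPY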
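Assay system: HEK293 cells with Y1 receptor plus CNG channel | Probe or stimulus: NPY (25 nM), isoproterenol (1 µM), Ro 20-1724 (25 µM) | Timing: Compound incubation 1 h at room temperature, readout 45 min post-stimulation | Measured by: Membrane-potential fluorescent dye readout | Benchmarks: High control isoproterenol alone, low control NPY with isoproterenol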
CHOP inh: blocks CHOP induction under ER stress | CHO-K1 CHOP-promoter luciferase, tunicamycin-induced, 15-18 h | inhibition, % at 10 µM | 220,000 tested, 3.8% active | AID 2732;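 active means compounds that reduced the stress-induced luciferase reporter signal by more than about 70% of percent inhibition, limit read from the data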;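 further: 0% = tunicamycin plus vehicle and 100% = wells without tunicamycin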
14-3-3 Bad inh: disrupts binding of bovine 14-3-3 zeta to phospho-Bad peptide | P63103 | TR-FRET 14-3-3zeta/Dy647-pBad peptide displacement, 1 h | inhibition, % at 21.7 µM | 220,000 tested, 0.71% active | AID 781;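 active means inhibition above about 70%, limit read from the data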;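 further: 0% = full 14-3-3 plus peptide FRET controls and 100% = background without 14-3-3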
EP2 modulator: modulators of human EP2 prostaglandin E2 receptor; 260,000 tested, 0.83% active; induction, % at 25 µM; P43116; EP2-expressing cells, cAMP HTRF FRET, PGE2 co-stimulation; AID 940;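 active means compounds whose cAMP rise, as percent of the full-agonist control response, exceeds 60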;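 further: rat C6 glioma line stably carrying human EP2 under a CMV promoter; the protocol text gives 20 µM as final concentration; 100% = response of wells given 1 µM PGE2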
Target sequence (P43116 whole entry, looked up): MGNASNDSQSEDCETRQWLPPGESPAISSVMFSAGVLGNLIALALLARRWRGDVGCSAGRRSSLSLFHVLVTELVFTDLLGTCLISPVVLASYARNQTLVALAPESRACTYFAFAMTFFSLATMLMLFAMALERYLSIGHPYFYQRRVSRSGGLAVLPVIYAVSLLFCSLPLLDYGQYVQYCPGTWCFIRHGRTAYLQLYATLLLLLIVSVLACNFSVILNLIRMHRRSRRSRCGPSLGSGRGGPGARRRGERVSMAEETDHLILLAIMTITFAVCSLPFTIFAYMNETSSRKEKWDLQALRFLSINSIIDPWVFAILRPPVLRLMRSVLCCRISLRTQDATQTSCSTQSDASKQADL
PGE2 EP2 inh: inhibitors of human EP2 prostaglandin E2 receptor; P43116; C6 glioma cells expressing human EP2, cAMP TR-FRET; cells stimulated with saturating PGE2; inhibition, % at 25 µM; 260,000 tested, 0.52% active;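 active means percent inhibition above 40 after rounding to a whole number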;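 further: rat C6 glioma host cells with rolipram phosphodiesterase inhibitor present; the protocol text gives 20 µM as final concentration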
zfTRPN1 agonist: agonists of zebrafish TRPN1 channel; HEK293 zebrafish TRPN1-YFP, Fluo-8 calcium fluorescence; 100% = response to 87 µM carbachol; activation, % at 3 µM; 220,000 tested, 0.18% active; AID 1424;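 active means activation above its plate's cutoff, the mean activation of test wells on that plate plus 3 SD, cut at about 19% in these data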;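 further: 0% = DMSO alone and 100% = 87 µM carbachol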
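Material: zebrafish TRPN1-YFP in HEK293 cells; Doses: single test compound dose, 3 µM nominal, 0.3% DMSO; Timing: dye loading 1 h at 37 °C, then 30 min room temperature; Technique: intracellular calcium fluorescence with Fluo-8; Benchmarks: high carbachol 87 µM, low DMSO alone.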
NPY1 pot ag: potentiators or agonists of human neuropeptide Y receptor Y1; NPY-Y1 expressing cells, potentiator/agonist activation; activation, % at 3.6 µM; 220,000 tested, 0.37% active; in the data active means activation above about 33%, passing the limit was not always enough;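 further: cells stimulated with NPY at EC10 then isoproterenol at EC100; 0% = low agonist plus stimulus and 100% = saturating agonist plus stimulus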
PPC-1+TRAIL kill: compounds killing PPC-1 cancer cells with TRAIL present (potentiator screen, no TRAIL-free arm); PPC-1 cells + TRAIL, ATPLite viability luminescence; cell killing (% activity), % at 4 µM; 220,000 tested, 0.41% active; AID 1443;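 active means cell killing above 50% in the first pass at 4 µM, then a duplicate retest at 5 µM averaging 50% or more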;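 further: plate controls were cells with TRAIL plus DMSO for no effect and medium-only wells lacking cells for full effect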
TRPML3 agonist: activates the human TRPML3 channel; Q8TDD5; HEK293 TRPML3-YFP, Fluo-8 calcium fluorescence; 100% = the carbachol control signal; activation, % at 3 µM; 220,000 tested, 0.29% active;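 active means activation above its plate's cutoff, the mean activation of the plate's test wells plus 3 SD, cut at about 12% in these data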;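 further: 0% = DMSO only wells and 100% = carbachol wells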
Target sequence (Q8TDD5 whole entry, looked up): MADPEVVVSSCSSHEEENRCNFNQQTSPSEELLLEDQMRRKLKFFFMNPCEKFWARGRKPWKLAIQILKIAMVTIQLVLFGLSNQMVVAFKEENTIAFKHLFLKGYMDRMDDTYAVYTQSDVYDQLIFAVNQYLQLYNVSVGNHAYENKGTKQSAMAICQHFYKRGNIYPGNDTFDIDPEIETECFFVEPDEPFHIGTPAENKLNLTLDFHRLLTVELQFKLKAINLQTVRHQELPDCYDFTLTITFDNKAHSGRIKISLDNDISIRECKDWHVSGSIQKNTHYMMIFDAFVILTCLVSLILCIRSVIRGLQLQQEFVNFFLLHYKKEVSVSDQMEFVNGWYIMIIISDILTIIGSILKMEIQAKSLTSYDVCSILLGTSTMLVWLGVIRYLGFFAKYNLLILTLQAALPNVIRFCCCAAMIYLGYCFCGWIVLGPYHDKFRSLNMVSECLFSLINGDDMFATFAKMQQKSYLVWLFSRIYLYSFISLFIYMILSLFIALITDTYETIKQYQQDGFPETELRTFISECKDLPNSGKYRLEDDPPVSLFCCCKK
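Test system: TRPML3-YFP stable HEK293 cells. Doses: single point at 3 µM. Incubation: dye loading 1 h 37 °C then 30 min ambient, 125 s read. Signal: Fluo-8 calcium dye fluorescence, ex 470-495, em 515-575 nm. Measure: percent activation from peak-to-basal fluorescence ratio, scaled between DMSO and carbachol.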
Active calls of the source: *; . = not tested or not shown; & = joins results of further samples; [ ] = remark or other dose. This is a subset; count on the stated rates, not on these rows.

SMILES	NPY-Y1 antag	CHOP inh	14-3-3 Bad inh	EP2 modulator	PGE2 EP2 inh	zfTRPN1 agonist	NPY1 pot ag	PPC-1+TRAIL kill	TRPML3 agonist
Cc1ccc2c(c1)CCCN2C(=O)C1CCCO1 (configuration not stated)	-3	-2	-4	5	4	2.4	-9	0	0.3
CCOc1ccc(C2CC(c3ccc(F)cc3)Nc3nc(N)nn32)cc1 (configuration not stated)	-3	30	5	-6	4	1.5	-18	3	0.3
CCc1c(C)[nH]c2ccc(OC)cc2c1=S	1	4	-6	44	6	0.4	-20	21	0.2
O=C(N/N=C/CCc1ccccc1)c1ccc(CN2c3cccc4cccc(c34)S2(=O)=O)cc1	-4	34	-1	19	6	2.4	-24	10	1.0
Cc1ccc(CNCc2ccccc2Cl)cc1	-3	-8	29	-19	16	-0.1	5	-3	0.1
CCn1cc([N+](=O)[O-])c(C(=O)Nc2nc3ccc(OC)cc3s2)n1	4	4	0	-28	2	0.4	1	26	1.0
Cc1ccc(-c2csc(N3N=C(c4ccccc4)/C(=C\c4ccc(N(C)C)cc4)C3=O)n2)cc1	-3	10	-25	7	.	-0.2	5	0	0.5
CCCC(c1nnnn1CCc1ccccc1)N1CCN(C2CCCC2)CC1 (configuration not stated)	9	16	-15	-14	12	-1.4	-43	4	-0.7
O=S1(=O)CCC(S(=O)(=O)N2CCCCCC2)C1 (configuration not stated)	0	-3	12[fluorescence artefact?]	14	14	-0.3	13	32	0.4
CC(C)(C)n1cnc2cc(NS(=O)(=O)c3ccc(Br)cc3)ccc21	-5	45	-10	-4	7	2.2	5	4	-0.3

Next section; it opens with the 2 that closed the last part.
SMILES	NPY-Y1 antag	CHOP inh	14-3-3 Bad inh	EP2 modulator	PGE2 EP2 inh	zfTRPN1 agonist	NPY1 pot ag	PPC-1+TRAIL kill	TRPML3 agonist
O=S1(=O)CCC(S(=O)(=O)N2CCCCCC2)C1 (configuration not stated)	0	-3	12[fluorescence artefact?]	14	14	-0.3	13	32	0.4
CC(C)(C)n1cnc2cc(NS(=O)(=O)c3ccc(Br)cc3)ccc21	-5	45	-10	-4	7	2.2	5	4	-0.3
CC(=O)N1CCN(C(=S)NC(=O)c2ccc(S(=O)(=O)N3CCOCC3)cc2)CC1	5	-3	-5[fluorescence artefact?]	17	13	1.6	-32	2	0.1
COc1cc(NC(=O)c2c(F)cccc2F)nc(OC)n1	0	-13	-5[fluorescence artefact?]	5	2	1.2	1	18	0.0
C=CCN1C(=O)/C(=C2/Sc3ccccc3N2CCCS(=O)(=O)O)SC1=S	-1	11	72*	-20	6	1.4	27	-1	0.2
Cc1ccc(NC(=O)NCc2ccc3c(c2)OCO3)cc1C	0	-2	3	-15	3	-0.8	-18	1	0.0
Clc1ccc(OCc2cn3cccnc3n2)c2ncccc12	2	19	.	-34	31	-0.3	7	13	0.1
O=C(Nc1cccc(C(=O)N2CCOCC2)c1)c1cccnc1	1	-1	-8[fluorescence artefact?]	6	8	0.2	-26	8	0.7
Cc1cc(C)c2[nH]c(=O)c(CN(Cc3cccnc3)C(=S)NCCCN(C)C)cc2c1	1	7	-10	-9	2	1.9	26	-15	0.8
CCN1CCN(C(=O)c2cnn3c(C(F)F)cc(-c4ccc(C)cc4)nc23)CC1	18	21	8	-11&18	1&13	-2.6	-49	19	-0.6
Cc1cc(C)nc(N/N=C/c2ccccc2Cl)n1	.	-1	-2	-20	11	-2.1	12	29	0.2
Cc1nc2ccccc2cc1C(=O)Nc1ccccc1Cl	2	13	-7	-17	7	-0.4	-5	19	0.8
CC1CCC(NS(=O)(=O)c2ccc3c(c2)n(C)c(=O)c(=O)n3C)CC1 (configuration not stated)	1	-1	-4[fluorescence artefact?]	-5	11	-1.1	5	18	0.0
Cc1ncc(C[n+]2csc(CCOC(=O)C34CC5CC(CC(C5)C3)C4)c2C)c(N)n1	1	20	3	-5	3	0.8	-2	.	0.7
CN1C(=O)NC(c2ccc(O)cc2)C(C(=O)c2cccs2)C1(O)C(F)(F)F (configuration not stated)	0	-4	0	14	7	-0.5	-7	13	0.5
COc1cc2nc(CN3CCN(S(=O)(=O)c4ccc(Cl)cc4)CC3)[nH]c(=O)c2cc1OC	3	29	-11	-18	9	1.8	1	9	0.8
O=C(c1ccco1)[C@@H]1[C@@H]2C(=O)N(c3ccc(F)cc3)C(=O)[C@@H]2[C@H]2C=Cc3ccccc3N21	9	-15	89*[fluorescence artefact?]	12	12	2.1	11	17	2.3
CC(Sc1nnc(COc2ccc([N+](=O)[O-])cc2)n1C)C(=O)O (configuration not stated)	3	2	-17	20	6	0.8	6	5	-1.2
CCc1ccc(/C=C2\Oc3cc(OC(=O)N4CCOCC4)ccc3C2=O)cc1	0	25	0	-20	8	3.5	2	15	0.5
CCOC(=O)C1CCN(Cc2cccc(OC)c2)CC1	5	9	33[fluorescence artefact?]	2	21	-0.8	10	-1	0.7
COc1cccc(CN2C(=O)C3(C(C#N)=C(N)OC4=C3C(=O)CCC4)c3ccccc32)c1 (configuration not stated)	-1	-7	-6[fluorescence artefact?]	4	7	1.1	-10	19	-0.3
COc1ccc(C(=O)c2coc3ccc(O)c(CN4CCOCC4)c23)cc1	3	10	29	7	20	0.0	-21	21	0.4
CC(=O)c1cccc(NC(=O)NCCc2c[nH]c3ccccc23)c1	.	5	5	-40	6	3.0	-14	7	0.7
COc1cc(/C=C(\C#N)C(=O)NCC2CCCO2)ccc1OCC(=O)O (configuration not stated)	-5	1	0	-18	4	1.1	15	-1	0.4
Cc1ccc(C2=NN(C(=S)Nc3ccccc3)C(c3ccco3)C2)cc1 (configuration not stated)	7	20	-11	15	16	0.5	-17	13	0.7
COC(=O)c1ccc(NC(=O)c2ccc3c(c2)OCO3)cc1	7	-9	1[fluorescence artefact?]	2	17	0.2	-10	-2	-0.2
O=C1CCC(=O)N1c1cccc(-c2nc3ccccc3o2)c1	.	-1	1	1	3	.	.	16	.
O=C(c1c(Cl)nc2sccn12)N1CCCc2ccccc21	0	15	-12	13	18	0.5	5	1	0.4
CCS(=O)(=O)c1ccc(O)c(N2C(=O)C3C4C=CC(C4)C3C2=O)c1 (configuration not stated)	-7	5	-3	18	13	-0.7	6	-8	-0.4
COC(=O)CSC1=C(C#N)C(=O)NC(c2ccccc2)S1 (configuration not stated)	8	99*	7	-31	6	-0.3	-3	22	0.5
COc1cc(C2c3c([nH]c(=O)[nH]c3=O)Nc3ccc4ccccc4c32)cc(OC)c1OC (configuration not stated)	0	-11	-30	8	3	-1.8	23	-5	0.9
O=C(NC(=S)Nc1cccc(-c2ccc(CO)o2)c1)c1cccs1	4	-14	-17	-1	8	1.8	-23	5	1.6
Cc1cccc(Nc2nc(CC(=O)O)cs2)c1	2	-8	-6	-29	4	0.1	3	-9	1.1
CN1CCc2c(sc3c2C(=O)NC(c2cccc(OC(=O)c4cccs4)c2)N3)C1 (configuration not stated)	7	32	11[fluorescence artefact?]	-17	.	1.3	-1	19	0.6
COc1ccc(C2C(C(=O)NCC3CCCO3)CCC(=O)N2c2ccc3c(c2)OCO3)cc1 (configuration not stated)	1	-4	-8[fluorescence artefact?]	2	1	-1.3	12	5	0.9
COc1cccc(C2NC(CC(C)C)(C(=O)O)C3C(=O)N(Cc4ccccc4)C(=O)C23)c1O (configuration not stated)	-1	-4	4	9	4	3.4	-11	-12	0.4
O=C(C1=C[C@@H](c2ccc(Br)cc2)C[C@@H](OCCCCO)O1)N1CCOCC1	6	7	1	-6	-3	1.5	-14	9	0.0
CC(CN1CCCCC1)OC(=O)c1ccccc1Cl (configuration not stated)	-4	22	21[fluorescence artefact?]	9	6	4.1	-6	5	-0.1
C(=N\N=C\c1ccccc1)/c1ccccc1	8	15	-2	-10	3	1.2	-16	36	0.7
O=C(COc1ccccc1)NC1CCN(Cc2ccccc2)CC1	11	17	-9	-4	8	0.8	-6	5	0.7
COc1ccc(CNC(=O)CN2C(=O)C3C4C=CC(C4)C3C2=O)cc1 (configuration not stated)	-5	-7	-11	2	6	-0.6	6	12	0.2
Cc1[nH]n(-c2ccccc2)c(=O)c1S(=O)(=O)c1ccccc1	14	23	9	47	2	-1.2	-51	2	-0.2
COc1ccc(C2=C(C#N)C(=O)OC2)cc1	1	-11	-3	-31	3	-0.3	19	8	1.0
COc1ccc(-n2c(SCC(N)=O)nnc2-c2cccnc2)cc1	10	-7	-11	14	8	-0.6	6	13	0.9
CCOC(=O)N1CCC(N2CCN(S(=O)(=O)c3ccc([N+](=O)[O-])cc3)CC2)CC1	.	-8	19	-37	2	3.3	12	-2	2.4
CCCCC(NC(=O)c1cccc(Br)c1)C(=O)O (configuration not stated)	11	2	-3	15	18	-0.8	-30	10	0.7
Cc1ccc(N(C(=O)CCC(=O)Nc2cc(C)on2)C(C(=O)NC2CCCC2)c2ccncc2)cc1 (configuration not stated)	2	2	8[fluorescence artefact?]	10	.	0.2	-7	5	0.2
N#Cc1nc(COc2ccc(F)cc2)oc1N1CCCC1	10	-4	-6	23	21	-0.3	-4	-3	-0.5
COC(=O)c1cc2oc(C)cc2n1CC(=O)N(C)c1ccccc1	0	7	-4	14	11	0.9	-1	-10	0.9
CC1CN(C(c2ccco2)c2sc3ncnn3c2O)CC(C)O1 (configuration not stated)	-1	12	-2	11	9	0.8	1	26	0.7
Cc1cccc(NC(=O)CSc2nnc(CNC(=O)c3cccs3)o2)c1C	-2	-10	2	9	5	-0.8	-2	13	0.6
CC(Oc1ccccc1)C(=O)NCc1cccnc1 (configuration not stated)	8	-18	1	-12	1	1.0	0	19	1.1

Remaining list, next part:
SMILES	NPY-Y1 antag	CHOP inh	14-3-3 Bad inh	EP2 modulator	PGE2 EP2 inh	zfTRPN1 agonist	NPY1 pot ag	PPC-1+TRAIL kill	TRPML3 agonist
Cc1cccc(NS(=O)(=O)c2cccc3nonc23)c1	-5	62	-10	-44	4	-2.1	19	17	-0.4
Cc1ccc(S(=O)(=O)NNC(=O)c2csnn2)cc1	4	3	-8	-3	0	1.3	-22	11	0.7
O=C(NCCO)Nc1ccc(Cl)cc1	1	11	-15	16	6	1.4	3	17	1.1
CCn1cc(/C=N\NC(=O)Cc2ccc(Cl)cc2)cn1	1	46	-8	-20	6	-0.6	15	-19	0.7
Cc1cccc(C)c1NC(=O)c1ccc(-n2cncn2)nc1	1	-3	-16	24	4	1.0	12	5	-0.1
COc1ccc(C2CC(C(F)(F)F)n3ncc(C(=O)Nc4c(C)n(C)n(-c5ccccc5)c4=O)c3N2)cc1 (configuration not stated)	0	31	0[fluorescence artefact?]	37	8	-0.8	-3	18	0.3

Screens: PubChem BioAssay, several laboratories
